Screens (PubChem)
TNAP inh noacc: human TNAP enzyme inhibitors, primary screen, biochemical, luminescent, no phosphate acceptor, uHTS. purified TNAP, CDP-star luminescence, 30 min. hit rate 0.26% among 200,000. AID 1012, 2008. inhibition, % at 20 µM;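 active = tissue-nonspecific alkaline phosphatase inhibition above about 50% at 20 µM in the single-dose screen, limit read from the data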;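 note: 0% = DMSO negative control and 100% = EDTA positive control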
Target sequence (P05186 whole entry, looked up): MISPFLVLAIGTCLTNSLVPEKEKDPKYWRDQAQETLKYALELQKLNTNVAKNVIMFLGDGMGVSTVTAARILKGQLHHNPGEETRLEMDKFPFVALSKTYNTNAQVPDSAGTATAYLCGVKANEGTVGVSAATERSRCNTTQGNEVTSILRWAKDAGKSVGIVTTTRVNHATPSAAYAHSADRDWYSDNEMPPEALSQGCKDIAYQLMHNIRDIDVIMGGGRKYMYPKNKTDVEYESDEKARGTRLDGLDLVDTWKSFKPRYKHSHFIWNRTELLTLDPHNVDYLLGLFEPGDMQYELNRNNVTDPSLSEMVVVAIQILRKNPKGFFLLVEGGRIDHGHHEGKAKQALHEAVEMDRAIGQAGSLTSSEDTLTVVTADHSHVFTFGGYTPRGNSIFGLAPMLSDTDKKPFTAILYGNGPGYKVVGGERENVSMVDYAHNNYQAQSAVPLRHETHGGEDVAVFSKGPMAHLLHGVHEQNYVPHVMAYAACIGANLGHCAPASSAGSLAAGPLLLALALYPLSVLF
Lmaj promast: Leishmania major promastigote growth inhibition, primary screen | inhibition, % at 10 µM | hit rate 9% among 200,000 | Leishmania major promastigotes, resazurin fluorescence viability; in the data active = inhibition above about 50%;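 note: promastigotes grown with compound for 44 hours at 28 °C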
bIAP activator: bovine intestinal alkaline phosphatase activators, primary screen, biochemical, bovine IAP, CDP-star luminescence. purified bovine IAP, 30 min; stronger effect = higher value; fold of DMSO-control signal, blank-subtracted. hit rate 0.17% among 200,000. activation factor at 20 µM. alkaline phosphatase, intestinal [Bos taurus];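 active = activation factor of 2 or more at 20 µM, a signal rise over negative controls twice the positive control's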
Diaph inh CS: diaphorase inhibitors and chemical oxidizers, primary screen, counter-screen for diaphorase-coupled primary assays, biochemical, uHTS, resorufin fluorescence; diaphorase resazurin-to-resorufin fluorescence, NADH, 16 min; bacterial (C. kluyveri) enzyme, not human; inhibition, % at 20 µM; hit rate 0.69% among 190,000;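 active = primary screen inhibition at 20 µM above a set limit, cut at about 50% in these data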;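 note: plate controls were DMSO with full reaction for no effect and wells lacking NADH for full effect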
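Assay system – diaphorase enzyme from Clostridium kluyveri · Amount – diaphorase 0.14 U/mL (working solution) · Times – reaction incubation of 16 min at room temperature · Controls – No-NADH positive control and DMSO neutral control · Signal – resorufin fluorescence 544/590 nm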
PMI act: activators of human PMI, primary screen, biochemical, fluorescence intensity, near-Km mannose 6-phosphate; Mannose-6-phosphate isomerase (Homo sapiens), P34949; purified human PMI, coupled resazurin fluorescence, 20 min; stronger effect = higher value; 1 = vehicle control, 0 substrate-free wells; activation factor at 20 µM; hit rate 0.005% among 190,000;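 active = activation factor of 2 or more at 20 µM, relative to plate controls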
Target sequence (P34949 whole entry, looked up): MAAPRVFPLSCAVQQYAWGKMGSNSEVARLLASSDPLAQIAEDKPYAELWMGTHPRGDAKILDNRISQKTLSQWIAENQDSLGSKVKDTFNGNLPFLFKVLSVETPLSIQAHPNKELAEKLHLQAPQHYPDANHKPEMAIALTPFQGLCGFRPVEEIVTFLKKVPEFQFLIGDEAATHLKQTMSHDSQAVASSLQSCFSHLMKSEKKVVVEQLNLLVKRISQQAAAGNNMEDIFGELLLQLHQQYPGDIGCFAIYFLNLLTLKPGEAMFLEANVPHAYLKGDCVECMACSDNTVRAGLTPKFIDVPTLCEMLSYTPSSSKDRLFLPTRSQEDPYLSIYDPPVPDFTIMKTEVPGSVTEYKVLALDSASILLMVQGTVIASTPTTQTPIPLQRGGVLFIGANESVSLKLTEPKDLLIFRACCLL
TNAP act hi DEA: TNAP activators at high phosphate acceptor level, primary screen, biochemical, luminescence, uHTS. activation factor at 20 µM. purified TNAP, CDP-star luminescence, 1 M DEA, 30 min; stronger effect = higher value; 0 = EDTA background, 1 = DMSO-only activity. Alkaline phosphatase, tissue-nonspecific isozyme (Homo sapiens), P05186. AID 1136, 2008. 200,000 tested, under 10 active;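 active = activation factor at least 2 at 20 µM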
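Measured by: Luminescent substrate turnover signal | Test system: Human TNAP | Input: TNAP 1/800 final | Dosing: 20 µM single point | Schedule: 30 min, room temperature | Controls: EDTA wells as negative control, DMSO wells as positive control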
bIAP inh: bovine intestinal alkaline phosphatase inhibitors, primary screen, selectivity assay for TNAP inhibitor project, biochemical, bovine IAP, CDP-star luminescence. alkaline phosphatase, intestinal [Bos taurus]. purified bovine IAP, 30 min. inhibition, % at 20 µM. 190,000 tested, under 10 active;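 active = over 50% inhibition of intestinal alkaline phosphatase at 20 µM in the single-dose screen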
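System: Purified bovine intestinal alkaline phosphatase (IAP) enzyme | Input: IAP diluted 1/65,000,000 in the well | Also added: CDP-star chemiluminescent phosphatase substrate, 30 µM final | Dosing: 20 µM single dose | Times: Enzyme reaction for 30 min at room temperature | Detection: Luminescence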
PMI act hi M6P: human PMI activators, high substrate, primary screen, biochemical, fluorescence intensity, near-saturating mannose 6-phosphate; coupled PMI enzyme assay, resazurin fluorescence, 20 min; stronger effect = higher value; 1 = untreated enzyme, 0 = substrate-free blank; activation factor at 20 µM; hit rate 0.34% among 190,000;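 active = activation factor of 2 or more at 20 µM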
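Test system: human phosphomannose isomerase with PGI, G6PDH, diaphorase coupling enzymes / Doses: 20 µM compound, 1% DMSO / Times: enzyme reaction with compound 20 min at room temperature / Measured by: Diaphorase-driven resazurin-to-resorufin fluorescence, excitation 544, emission 590 nm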
Diaphorase act: compounds boosting diaphorase resazurin reduction – biochemical, uHTS, resorufin fluorescence, counter-screen for diaphorase-coupled primary assays, primary screen; hit rate 0.005% among 190,000; activation factor at 20 µM; Diaphorase/resazurin coupled assay, 16 min; stronger effect = higher value; 1 = vehicle wells, 0 = NADH-free wells;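 active = diaphorase activity raised at least twofold by the compound at 20 µM; inactive = activation factor below 2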
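System – purified diaphorase enzyme from Clostridium kluyveri · Input – enzyme 0.07 U/mL final · Also added – final NADH 0.114 mM, resazurin 0.1 mM · Measured by – fluorescence of resorufin, 544 nm excitation, 590 nm emission · Timing – 16 min enzyme reaction, ambient temperature · Measure – resorufin increase flagging diaphorase activators or reducers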
TNAP inh hi DEA: human TNAP enzyme inhibitors, primary screen, biochemical, luminescent, high phosphate acceptor level, uHTS | Alkaline phosphatase, tissue-nonspecific isozyme (Homo sapiens), P05186 | purified TNAP, CDP-star luminescence, 1 M DEA | inhibition, % at 20 µM | hit rate 0.03% among 200,000 | AID 1135, 2008;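 active = over 50% inhibition of tissue-nonspecific alkaline phosphatase at 20 µM in the single-dose screen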;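 note: plate controls were DMSO wells for no effect and EDTA-quenched wells as full inhibition for full effect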
An asterisk follows results filed as active.

What do the screens show for `CC(=O)NC1(C(F)(F)F)C(=O)N(Cc2ccccc2)C2=C1C(=O)CC(C)(C)C2` (stereo unspecified)?
TNAP inh noacc: -10.1; Lmaj promast: -3.7; bIAP activator: 1; Diaph inh CS: 15.6; PMI act: 0.9; TNAP act hi DEA: 1.1; bIAP inh: -1.2; PMI act hi M6P: 1; Diaphorase act: 0.8; TNAP inh hi DEA: -7.4

Results for O=C(CNc1ccccc1)N/N=C/c1cn(-c2ccccc2)nc1-c1ccccc1 ?
TNAP inh noacc: -1.4; Lmaj promast: 69.0*; bIAP activator: 0.9; Diaph inh CS: 11.5; PMI act: 0.8; TNAP act hi DEA: 1; bIAP inh: 7.5; PMI act hi M6P: 0.9; Diaphorase act: 0.9; TNAP inh hi DEA: 2.0

How did COc1ccc(CNC(=O)CCCCCn2c(SCC#N)nc3cc4c(cc3c2=O)OCO4)cc1 do in these assays?
TNAP inh noacc: -16.1; Lmaj promast: 17.4; bIAP activator: 1.5; Diaph inh CS: 7.0; PMI act: 0.9; TNAP act hi DEA: 1.1; bIAP inh: -51.2; PMI act hi M6P: 0.9; Diaphorase act: 0.9; TNAP inh hi DEA: -7.9

How did CCn1c2ccccc2c2cc(N)ccc21 do in these assays?
TNAP inh noacc: 10.5; Lmaj promast: 78.3*; bIAP activator: 0.7; Diaph inh CS: 24.5; PMI act: 1; TNAP act hi DEA: 1; bIAP inh: 25.5; PMI act hi M6P: 0.6; Diaphorase act: 0.8; TNAP inh hi DEA: 2.1

How did C(=N\c1ncnc2sccc12)/NOCc1ccccc1 do in these assays?
TNAP inh noacc: -3.9; Lmaj promast: -5.0; bIAP activator: 0.8; Diaph inh CS: 14.8; PMI act: 0.9; TNAP act hi DEA: 1; bIAP inh: 20.3; PMI act hi M6P: 0.9; Diaphorase act: 0.9; TNAP inh hi DEA: -1.0

How did CC1CCCC(NC(=O)COC(=O)COc2ccccc2Cl)C1C (stereo unspecified) do in these assays?
TNAP inh noacc: -10.0; Lmaj promast: -7.0; bIAP activator: 0.9; Diaph inh CS: 17.3; PMI act: 1.2; TNAP act hi DEA: 1.1; bIAP inh: 9.0; PMI act hi M6P: 1.1; Diaphorase act: 0.8; TNAP inh hi DEA: -9.2

What do the screens show for `Cc1nc2ccc(NC(=O)c3ccco3)cc2nc1C`?
TNAP inh noacc: -7.4; Lmaj promast: 18.6; bIAP activator: 1; Diaph inh CS: -3.7; PMI act: 1.1; TNAP act hi DEA: 1; bIAP inh: 4.5; PMI act hi M6P: 1; Diaphorase act: 1; TNAP inh hi DEA: -0.5

Results for Cc1cccc(NC(=O)CSc2nnc(C)c(=O)n2N)c1 ?
TNAP inh noacc: -18.1; Lmaj promast: -9.9; bIAP activator: 1.1; Diaph inh CS: 6.2; PMI act: 0.9; TNAP act hi DEA: 1; bIAP inh: -7.5; PMI act hi M6P: 0.9; Diaphorase act: 0.9; TNAP inh hi DEA: -1.4

How did ClC(Cl)c1nnc(-c2ccccc2)c(-c2c[nH]c3ccccc23)n1 do in these assays?
TNAP inh noacc: -0.1; Lmaj promast: 2.9; bIAP activator: 1; Diaph inh CS: 39.9; PMI act: 1.3; TNAP act hi DEA: 0.9; bIAP inh: 2.3; PMI act hi M6P: 1.3; Diaphorase act: 0.6; TNAP inh hi DEA: 7.6

How did CCOC(=O)CNC(=O)CSc1nc(-c2cccc(C)c2)ns1 do in these assays?
TNAP inh noacc: -3.2; Lmaj promast: 3.0; bIAP activator: 1; Diaph inh CS: 4.5; PMI act: 0.9; TNAP act hi DEA: 1; bIAP inh: -4.8; PMI act hi M6P: 1; Diaphorase act: 1; TNAP inh hi DEA: -3.7

Results for O=C(C1CCCCC1)N(CCN1CCCC1)c1nc2ccccc2s1 ?
TNAP inh noacc: -13.7; Lmaj promast: 2.2; bIAP activator: 1; Diaph inh CS: 14.3; PMI act: 1.1; TNAP act hi DEA: 1.1; bIAP inh: 4.0; PMI act hi M6P: 1; Diaphorase act: 0.9; TNAP inh hi DEA: -5.7

Results for CCCOc1ccc2c(CC)cc(=O)oc2c1C ?
TNAP inh noacc: -6.9; Lmaj promast: -1.2; bIAP activator: 1.1; Diaph inh CS: 8.5; PMI act: 1; TNAP act hi DEA: 1.1; bIAP inh: -6.4; PMI act hi M6P: 1; Diaphorase act: 0.9; TNAP inh hi DEA: -7.2

Results for CN1C(=O)C(O)(CC(=O)c2cccs2)c2ccccc21 (stereo unspecified) ?
TNAP inh noacc: -4.5; Lmaj promast: -11.7; bIAP activator: 1; Diaph inh CS: 5.2; PMI act: 1.1; TNAP act hi DEA: 1; bIAP inh: 0.3; PMI act hi M6P: 1.1; Diaphorase act: 0.9; TNAP inh hi DEA: -2.5

What do the screens show for `COc1ccc(S(=O)(=O)N2CCCC(C(=O)NCc3ccccn3)C2)cc1` (stereo unspecified)?
TNAP inh noacc: -10.5; Lmaj promast: -2.8; bIAP activator: 1; Diaph inh CS: 13.7; PMI act: 0.9; TNAP act hi DEA: 1; bIAP inh: -0.9; PMI act hi M6P: 0.9; Diaphorase act: 0.9; TNAP inh hi DEA: -4.6

How did CCc1ccc(/C=N/NC(=O)c2cc(C3CC3)nc3ccccc23)s1 do in these assays?
TNAP inh noacc: -5.7; Lmaj promast: 15.1; bIAP activator: 1.1; Diaph inh CS: 9.1; PMI act: 0.9; TNAP act hi DEA: 1; bIAP inh: -7.2; PMI act hi M6P: 0.9; Diaphorase act: 0.9; TNAP inh hi DEA: 3.4

Results for Cc1ccc(C)c(NC(=O)CSc2nnc(-c3ccccc3)n2N)c1 ?
TNAP inh noacc: -13.0; Lmaj promast: -4.1; bIAP activator: 0.9; Diaph inh CS: 17.3; PMI act: 1; TNAP act hi DEA: 1.1; bIAP inh: 6.1; PMI act hi M6P: 0.9; Diaphorase act: 0.8; TNAP inh hi DEA: -11.1

Results for C=CCn1c(C)csc1=Nc1ccc(C(C)=O)cc1 ?
TNAP inh noacc: -12.0; Lmaj promast: 24.0; bIAP activator: 1.1; Diaph inh CS: 16.8; PMI act: 1; TNAP act hi DEA: 1; bIAP inh: -8.4; PMI act hi M6P: 1; Diaphorase act: 0.8; TNAP inh hi DEA: -4.2

What do the screens show for `CCOc1ccc(-c2nc(CSCC(=O)NC3CCCc4ccccc43)c(C)o2)cc1` (stereo unspecified)?
TNAP inh noacc: -23.3; Lmaj promast: 4.3; bIAP activator: 1.3; Diaph inh CS: 24.2; PMI act: 0.9; TNAP act hi DEA: 1.1; bIAP inh: -32.6; PMI act hi M6P: 0.9; Diaphorase act: 0.8; TNAP inh hi DEA: -9.8

What do the screens show for `CNC(=S)N/N=C(\C)c1ccc(C(C)(C)C)cc1`?
TNAP inh noacc: -2.0; Lmaj promast: 4.8; bIAP activator: 1; Diaph inh CS: 11.6; PMI act: 0.9; TNAP act hi DEA: 0.9; bIAP inh: -2.0; PMI act hi M6P: 1; Diaphorase act: 0.9; TNAP inh hi DEA: 5.2

Results for COc1cccc2c(=O)n(CC(=O)Nc3ccccc3)ccc12 ?
TNAP inh noacc: -6.5; Lmaj promast: -9.3; bIAP activator: 0.8; Diaph inh CS: -1.7; PMI act: 0.9; TNAP act hi DEA: 1; bIAP inh: 15.1; PMI act hi M6P: 1; Diaphorase act: 1; TNAP inh hi DEA: 1.2

What do the screens show for `Cc1ccc2[nH]c3c(c2c1)CCCC3C(N)=O` (stereo unspecified)?
TNAP inh noacc: -14.1; Lmaj promast: 3.7; bIAP activator: 0.8; Diaph inh CS: 8.7; PMI act: 0.9; TNAP act hi DEA: 1; bIAP inh: 17.4; PMI act hi M6P: 1; Diaphorase act: 0.9; TNAP inh hi DEA: 0.2

What do the screens show for `Cc1cc(C)cc(N(C(=O)Cn2nnc3ccccc32)C(C(=O)NCc2ccco2)c2ccncc2)c1` (stereo unspecified)?
TNAP inh noacc: -9.3; Lmaj promast: -0.8; bIAP activator: 1.1; Diaph inh CS: 4.3; PMI act: 1; TNAP act hi DEA: 1.1; bIAP inh: -10.0; PMI act hi M6P: 1.1; Diaphorase act: 1; TNAP inh hi DEA: -5.9

What do the screens show for `O=C(CSc1nnc(CNC(=O)c2cccs2)o1)Nc1cccc(C(F)(F)F)c1`?
TNAP inh noacc: -16.2; Lmaj promast: -4.8; bIAP activator: 0.9; Diaph inh CS: 14.5; PMI act: 0.8; TNAP act hi DEA: 1; bIAP inh: 9.5; PMI act hi M6P: 0.9; Diaphorase act: 0.9; TNAP inh hi DEA: -2.8

How did COC(=O)c1ccccc1NC(=O)COC(C)=O do in these assays?
TNAP inh noacc: -12.0; Lmaj promast: 27.4; bIAP activator: 0.8; Diaph inh CS: 16.7; PMI act: 1.1; TNAP act hi DEA: 1; bIAP inh: 18.6; PMI act hi M6P: 1; Diaphorase act: 0.8; TNAP inh hi DEA: -4.2

What do the screens show for `O=C(CNC(=O)C(c1ccccc1)c1ccccc1)OCc1ccccc1`?
TNAP inh noacc: -16.9; Lmaj promast: -2.4; bIAP activator: 1; Diaph inh CS: 15.7; PMI act: 0.9; TNAP act hi DEA: 1.1; bIAP inh: 4.4; PMI act hi M6P: 0.9; Diaphorase act: 0.8; TNAP inh hi DEA: -8.5

Results for Cc1ccc(N=Cc2c(O)n(-c3cc(Cl)ccc3N3CCOCC3)c(=O)c3ccccc23)cc1C ?
TNAP inh noacc: -1.8; Lmaj promast: 69.8*; bIAP activator: 1; Diaph inh CS: 16.7; PMI act: 0.9; TNAP act hi DEA: 1; bIAP inh: 2.1; PMI act hi M6P: 0.9; Diaphorase act: 0.8; TNAP inh hi DEA: -0.8

This is a random part of the collection (roughly 10% active in at least one column).
